Nrf2 block: blocks Nrf2 signaling; hit rate 2.1% among 360,000; Potency, µM (series often up to 46 µM), without a hit: at the top dose activity change, negative = inhibition, usual class: inhibitors; AID 504444; A549 ARE-Fluc reporter, luciferase luminescence, 18-24 h; also: potency is read from the fitted curve at half-maximal effect; % is scaled to controls: 0 for no effect and ±100 for the full control effect; nearly all actives have a fitted effect of over 60% in size
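Quantitative HTS in A549 cells stably bearing an antioxidant response element-firefly luciferase construct. Inhibition of Nrf2-driven transcription was scored by luminescence after 18-24 h of compound exposure at 37 °C.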
ATXN2 expr inh: reduces ATXN2 reporter expression in HEK-293 cells; HEK-293 ATXN2-luciferase reporter, luminescence, 24 h; Potency, µM (series often up to 57 µM), without a hit: at the highest dose activity change, negative = inhibition, hits mostly inhibitors; hit rate 0.72% among 360,000; also: potency is read from the fitted curve at half-maximal effect; % is scaled to controls: 0 for no effect and ±100 for the full control effect; nearly all actives have a fitted effect of over 55% in size
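qHTS (up to 57 uM final) was run with 24 h compound exposure of reporter cells at 37 °C. Each well was multiplexed: SteadyGlo luminescence measured ATXN2-luciferase expression after a fluorogenic Gly-Phe-AFC viability readout (25 uM final).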
HepG2 viability: counter-screen for TGF-b inhibitors: cytotoxicity in HepG2 cells | HepG2 CAGA-GFP viability, ATP luminescence, 18 h | Potency, µM (highest dose often 46.1 µM), inactives show top-dose activity change, negative = cytotoxicity, actives largely listed as cytotoxic | hit rate 0.76% among 410,000 | AID 588856; also: potency is read from the fitted curve at half-maximal effect; some results filed as inactive show a strong effect at the top dose
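CellTiter-Glo luminescence gave cytotoxicity after 18 hours at 37 degrees C. The cells were HepG2 CAGA-GFP in 1% FBS DMEM, stimulated with 500 pg/mL TGF-beta after compound addition. %Activity was normalised to no-cell wells (complete cell-killing) and DMSO (no toxicity), and curves were fitted and classified.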
IL-1B inflam inh: blocks inflammasome-driven IL-1 beta release | hit rate 4.7% among 360,000 | AID 743279 | THP-1 LPS/ATP IL-1B secretion, AlphaLISA, 16 h; stronger effect = lower value | activity change, % at 57.5 µM; in the data active = activity change below about -50%; inconclusive = mostly about -30% to -49%; also: % is scaled to controls: 0 for no effect and ±100 for the full control effect
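Secreted IL-1B measured by AlphaLISA bead assay after 16 h compound exposure of THP-1 cells; compounds (final up to 57.5 uM) added 1 h before LPS (250 ng/mL) and ATP (1.25 mM) stimulation; lower signal means less secretion.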
Nrf2 activator: Nrf2 pathway activation; AREc32 ARE-luciferase reporter (MCF7-derived line), luminescence, 24 h; Potency, µM (highest dose often 46.1 µM), without a hit: at the highest dose activation, hits mostly activators; hit rate 0.31% among 410,000; AID 624171; also: potency is read from the fitted curve at half-maximal effect; % of control where 0% means no effect; nearly all actives have a fitted effect of over 65% in size
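ARE-driven firefly luciferase activity in AREc32 cells measured after a 24 hr compound exposure at 37 deg C, using Steady-Glo reagent and a 30 min room-temperature hold.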
TGFb inhibitor: TGF-b pathway inhibition. HepG2 CAGA-GFP TGF-b/SMAD3 reporter, GFP fluorescence, 18 h; TGF-beta stimulated, 500 pg/mL final. Potency, µM (series often up to 46.1 µM), for inactives: at the highest dose activity, negative = inhibition, usual class: inhibitors. hit rate 1.2% among 410,000. AID 588855; also: potency is read from the fitted curve at half-maximal effect; % is scaled to controls: 0 for no effect and ±100 for the full control effect; nearly all actives have a fitted effect of over 65% in size
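HEPG2 CAGA-GFP, 1000 cells/well; 2 h settle, 37 C; cpd via pin tool; TGF-b 500 pg/mL final; 18 h, 37 C; GFP imaging ex488/em500-530; %Activity normalised to -TGF-b and +DMSO controls; CRC fit, curve class.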
MCF10A rerep: inducers of DNA re-replication in MCF 10A breast cells; hit rate 2.9% among 350,000; MCF 10A DNA re-replication, Hoechst nuclear intensity, 48 h; Potency, µM (top dose mostly 46.1 µM), for the others: at the highest dose activity, positive = re-replication, actives largely listed as activators; AID 624296; also: potency is read from the fitted curve at half-maximal effect; % of control where 0% means no effect; nearly all actives have a fitted effect of over 50% in size
ATXN viability: viability counter-screen for ATXN expression inhibitors; S2 cells (HEK-293 line with an ATXN2-luciferase reporter) viability, CellTiter-Fluor protease fluorescence, 24 h; Potency, µM (top dose mostly 56.7 µM), most hits filed as cytotoxic; hit rate 0.49% among 400,000; AID 651635; also: potency is read from the fitted curve at half-maximal effect; nearly all actives have a fitted effect of over 40% in size
A549 viability: kills or reduces viability of A549 cells in Nrf2 counter-screen. A549 ARE-Fluc cells, CellTiter-Fluor viability, 18-24 h. Potency, µM (series often up to 46 µM), for inactives: at the highest dose activity change, negative = cytotoxicity, usual class: inhibitors. hit rate 0.16% among 390,000; also: potency is read from the fitted curve at half-maximal effect; % is scaled to controls: 0 for no effect and ±100 for the full control effect
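A549 ARE-Fluc cells in 5% FBS OPTI-MEM, 5000 cells/well, rested 2 h then exposed to compounds in concentration-response for 18-24 h at 37 °C. Viability by CellTiter-Fluor fluorescence (Ex 405/Em 525) after 30 min; luciferase luminescence (BugLite, 15 min, RT) read afterwards.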
The depositor's hits bear a star; i = inactive; ? = inconclusive; / = no result given; & = joins results of further samples; [ ] = dose if it differs, or a comment. Unless noted, calls follow the shape of the dose curve; as a rule, active = well fitted curve in the direction sought with a large enough effect; inconclusive = small, poorly fitted or top-dose-only effect, or another doubt; inactive = no such curve, though single readings can be large; an effect the other way counts as inactive or inconclusive.

SMILES	Nrf2 block	ATXN2 expr inh	HepG2 viability	IL-1B inflam inh	Nrf2 activator	TGFb inhibitor	MCF10A rerep	ATXN viability	A549 viability
Cn1cc(CCCC(=O)NCc2ccc(F)cc2)c2ccccc21	-18%&-17%	-8%	1%&-19%	-9	-0.6%&0.8%	-10%&-8%	-2%	i	-9%&1%
COc1ccc(C2CC(C(F)(F)F)n3ncc(C(=O)Nc4cccc(O)c4)c3N2)cc1OC (stereo not given)	-23%	4%	-5%	-7	-0.7%	-6%	-3%	i	-10%
COc1cccc(NC(=S)NC2CC3CCCC(C2)N3CC(C)C)c1 (stereo not given)	7%	4%	-44%	-16	-0.8%	0%	1%	i	-4%
Cc1ccc(-n2ncc(C(=O)NCCc3ccsc3)c2C2CCN(C(=O)OC(C)(C)C)CC2)c(C)c1	?	?	-21%	/	-0.9%	?	/	?	-8%
CN(Cc1cccc2cnccc12)C(=O)c1cc(COc2ccc(F)cc2F)on1	?	?	-39%	?	-0.6%	-17%	16%	i	-4%
Cc1ccc(C(C(=O)NC2CCCCC2)N(C(=O)Cc2c[nH]c3ccccc23)c2ccccc2)o1 (stereo not given)	?	-15%	-29%	?	2.7%	-10%	?	i	-28%
O=[n+]1cc(-c2ccc(Cl)cc2)n([O-])c2c1CCC2	-15%	-3%	11%	-8	-0.2%	-15%	-1%	i	5%
COc1ccc(C(=O)Nc2ccc(OCc3cc(=O)n4ccsc4n3)cc2)cc1OC	20%	-4%	-2%	/	0.4%	6%	/	?	6%
CCCC1(c2ccccc2)NC(=O)N(CC(=O)Nc2sc(-c3ccccc3)cc2C(=O)OCC)C1=O (stereo not given)	?	-27%	2%	27	0.2%	-4%	?	i	?
Cc1ccc2nc3c(c(Nc4ccc(O)cc4)c2c1)CCC3	1%	/	-38%	-6	-1.3%	?	?	?	12%
COc1ccc(Br)cc1S(=O)(=O)NCCc1cccs1	-9%	-2%	-4%	2	-0.5%	-2%	-4%	i	1%
Cc1cc(C)c(NC(=O)Cn2nnc(-c3ccccc3)n2)c(C)c1	-9%	10%	7%	/	-0.8%	-1%	/	i	-4%
CCc1ccccc1NC(=O)Cn1cc(C(=O)c2ccncc2)c(=O)c2cc(C)ccc21	/	/	4%	/	-0.4%	3%	/	/	-1%
CCN(CC)S(=O)(=O)c1cccc(C(=O)Oc2cccc(NC(=O)c3cccs3)c2)c1	6%	13%	-30%	9	11%	-5%	-1%	i	-8%
CC(=O)N(Cc1cccnc1)Cc1cc2ccc(C)cc2[nH]c1=O	7%	-3%	-16%	14	-1.0%	-5%	2%	i	-2%
Cc1cc(Br)ccc1NC(=O)CN(C)C(=O)CSCc1ccccc1	-6%	-8%	6%	-52*	5.0%	11%	6%	i	5%
Cc1ccc2cc(CN(CCO)Cc3nnnn3Cc3ccc(F)cc3)c(=O)[nH]c2c1	-14%	0%	-13%	-15	5.6%	33%[activator]	7%	i	7%
O=C(/C(=C/O)N=Nc1ccccc1)c1ccc(Cl)cc1	-12%	?	-15%	-102*	8.3%	-24%	?	/	?
COc1ccc(Nc2nnc(-c3ccc(C)c(S(=O)(=O)N4CCN(C)CC4)c3)c3ccccc23)cc1	-6%	?	25%	/	5.5%	14µM*	/	?	-14%
Cc1ccc(OCc2cc(C(=O)N(C)Cc3cnn(C)c3)no2)cc1C	/	/	-9%	9	4.0%	-19%	/	i	/
CC(C)NC(=O)CN1C(=O)COc2ccc(S(=O)(=O)N3CCCCCC3)cc21	-7%	11%	0%	/	-0.6%	1%	/	i	6%
CN(C)c1nc(NS(=O)(=O)c2ccc(Cl)cc2)nc(N(C)C)n1	5%	5%	-4%	-4	0.3%	12%	9%	i	-19%
CC(C)COc1cccc(C(=O)N(CC(=O)Nc2ccccc2C(F)(F)F)Cc2ccco2)c1	?	?	-5%	-29	-0.3%	?	27%	i	-5%
CCOC(=O)c1ccc(NC(=O)c2sc3nc(N4CCOCC4)c4c(c3c2N)CCCC4)cc1	?	/	-7%	17	0.4%	-16%	2.1µM*	i	18%
O=C(Cn1c(=O)n(CC2CCCO2)c(=O)c2ccccc21)c1ccc(Cl)c(Cl)c1 (stereo not given)	-1%	-1%	-35%	7	-0.1%	-7%	15%	i	-3%
Cc1ccc(NC(=O)N2CCN(c3ncccc3C(F)(F)F)CC2)cc1	0%	/	-1%	-28	2.8%	-9%	-2%	?	12%
COc1ccc(NC(=O)n2ncc3c(C)cccc32)cc1	?	48%[activator]	-20%	11	-0.6%	-2%	?	i	-12%
Cc1ccccc1CS(=O)(=O)CC1Nc2ccc(C(=O)NCc3ccc(Cl)cc3)cc2NC1=O (stereo not given)	22%	/	-11%	/	-0.2%	-1%	/	/	-18%
CCO[C@@H]1OC(C(=O)N2CCOCC2)=C[C@H](c2cn(C(C)=O)c3ccccc23)[C@H]1CCCO	3%	12%	-20%	-7	-1.1%	1%	25%	i	-4%
CCOC(=O)N1CCN(C(=O)COC(=O)c2ccccc2NCCO)CC1	-11%	1%	-2%	1	-0.7%	1%	-2%	i	-5%
Cc1ccc(C2/C(=C(\O)c3ccc4c(c3)OCCO4)C(=O)C(=O)N2CC2CCCO2)cc1 (stereo not given)	6%	-1%	-3%	i	-0.4%	17%	3%	i	4%
CC(C)(C)[C@H]1C=C(C(=O)N2CCOCC2)O[C@@H](OCc2ccc(CO)cc2)C1	-3%	-6%	-1%	-1	0.0%	-6%	2%	i	8%
CCc1ccccc1NC(=O)CC(C)S(=O)(=O)c1ccc2c(c1)NC(=O)CO2 (stereo not given)	?	2%	1%	/	-0.5%	1%	/	?	14%
Cc1ccccc1NC(=O)C(Cc1ccccc1)N1Cc2ccccc2C1=O (stereo not given)	-4%	/	-12%	/	-0.7%	-7%	/	/	8%
Cc1ccc(CNC(=O)CSc2nc3c(sc4ccccc43)c(=O)n2CCCN2CCCC2)cc1	7%	19%	-12%	-90*	8.7%	0%	?	i	?
CCCN(CCC)C(=O)Cn1c(=O)n(CCC(=O)NCCc2ccccc2)c(=O)c2ccccc21	-4%	2%	-1%	-6	-0.2%	-7%	-15%	i	0%
COc1cc(OC)c(OC)cc1/C=N/n1c(-c2n[nH]c3c2CCC3)n[nH]c1=S	0%	-5%	0%	-8	-0.3%	-5%	0%	?	0%
COc1ccc(C2C(C(C)=O)=C(O)C(=O)N2c2ccc(O)cc2)cc1 (stereo not given)	-4%	-5%	-5%	23	0.1%	0%	4%	i	-4%
COc1cccc(CN(Cc2ccco2)S(=O)(=O)c2ccc(S(=O)(=O)NCc3ccccc3)cc2)c1OC	/	-3%	-1%	-16	0.3%	-28%	4%	i	-1%
O=C(C[C@H]1C/C=C\C[C@@H](Cc2ccc(F)cc2)C(=O)O[C@@H](c2ccccc2)CNC1=O)NCCO	3%	5%	4%	0	-0.1%	-12%	-9%	i	1%
COc1ccc(Cc2nc(-c3cccc(C)c3)no2)cc1	/	38%[activator]	0%	13	2.4%	-4%	13%	i	-1%
Cc1ccc(CNC(=O)c2ccc[nH]2)cc1	10%	-7%	4%	-19	-0.6%	7%	-3%	i	6%
CN(C)c1ccc(S(=O)(=O)N2CCCCC2)cc1NC(=O)C1CSC2(C)CCC(=O)N12 (stereo not given)	5%	6%	-9%	-27	-0.7%	-12%	11%	i	2%
O=S(=O)(c1cccs1)N1CN(Cc2ccco2)c2nc3ccccc3nc21	-3%	13%	-3%	-19	7.5%	0%	16%	i	1%
Fc1ccccc1NC(=S)NNc1ncc(C(F)(F)F)cc1Cl	?	?	-38%	-20	1.3%	?	25%	i	1%
Cc1[nH]c2ccccc2c1C(=O)COC(=O)CCS(=O)(=O)c1ccccc1Cl	-5%	-19%	-5%	-9	27%	?	?	?	-1%
COc1ccc(NC(=O)Nc2nnc(N3CCC(C)CC3)s2)cc1OC	-1%	-5%	-2%	-4	0.6%	2%	4%	i	1%
COc1cccc(N2CCN(C(=O)c3cc4c(s3)CCCCC4)CC2)c1	28%	/	-37%	17	6.2%	-28%	19%	i	15%
Cc1cccc(-n2nnnc2SCC(=O)N(CC(C)C)c2c(N)n(CC(C)C)c(=O)[nH]c2=O)c1	-28%	-23%	-17%	-2	-0.2%	-19%	-4%	i	-10%
COc1ccc(-n2c(SCC(=O)Nc3cc(C)on3)nc3ccccc3c2=O)cc1Cl	?	-17%	-15%	-8	-0.7%	-3%	0%	i	-12%
Cc1ccc(CSc2nn3c(=O)c(C)nnc3s2)cc1	5%	5%	-6%	-1	4.0%	3%	10%	?	-3%
O=S(=O)(NN1CCOCC1)c1ccc(Br)s1	-6%	1%	0%	-9	0.1%	0%	0%	i	-5%
COc1ccc(Oc2ccc(N/C=C3/CCCC3=O)cc2)cc1	3%	-12%	-34%	-21	2.3%	-2%	19%	i	-11%
Cc1ccc(CSc2nc(-c3ccc(C(C)(C)C)cc3)nc3cc(=O)[nH]n23)cc1	?	3%	-117%	/	0.3%	?	/	i	10%
COC(=O)c1c(NC(=O)c2ccc(Cl)c(Cl)c2)sc2c1CCCC2	12%	-6%	-1%	/	-0.7%	-2%	/	?	-1%
NC(=O)NC(CC(=O)NCCc1ccccn1)c1ccccc1Cl (stereo not given)	3%	6%	-1%	-4	0.4%	6%	-1%	i	4%
O=C(COC(=O)c1nc(Cl)ccc1Cl)c1ccc(Cl)s1	13%	/	-30%	0	6.7%	-12%	4%	i	15%
